Source: PubChem (National Center for Advancing Translational Sciences (NCATS))
A-T KAP1 phos – qHTS Assay for Identifying a Potential Treatment of Ataxia-Telangiectasia; 320,000 tested, 0.19% active; Potency, µM (titrated, usually from 57.5 µM), inactives show at the highest dose activation, most hits filed as activators; AID 485349, 2010; […] A-T fibroblasts, KAP-1 phosphorylation AlphaLISA; neocarzinostatin DNA damage 30 min before lysis; also: potency is read from the fitted curve at half-maximal effect; % of control where 0% means no effect; nearly all actives have a fitted effect of over 45% in size
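hTERT-immortalized A-T patient fibroblasts ([…]), 500 cells/well in OPTI-MEM, 1% FBS, got compounds for 60 min, then NCS for 30 min at 37C. Lysates were then assayed for phospho-KAP-1 by AlphaLISA (anti-pKAP1 donor, anti-KAP1 acceptor beads), 6 hr at 25C.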
a7 integrin act – qHTS for Activators of Integrin-Mediated Alleviation for Muscular Dystrophy | 350,000 tested, 0.064% active | AID 624291, 2012 | alpha7betagal myoblasts, beta-gal FDG fluorescence, 48 h | Potency, µM (titrated, usually from 38.3 µM), inactives show top-dose activation, hits mostly activators;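 also: potency is read from the fitted curve at half-maximal effect; 100% = response of the positive control SU9516; nearly all actives have a fitted effect of over 60% in size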
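alpha7betagal+/- myoblasts (passage 13, 250/well) treated 48 h at 37C with compounds at 1:260 dilution of DMSO stock. Lysed, then beta-galactosidase activity read as FDG fluorescence (ex 480/em 540) after 30 min, with pre-read for autofluorescence.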
BRCA1 expr act – qHTS Assay to Identify Small Molecule Activators of BRCA1 Expression | MCF7-BRCA1-FFLuc reporter, luminescence, 48 h; response scale: scaled: vehicle 0%, 10 µM genistein 100% | Potency, µM (top dose mostly 46.1 µM), without a hit: at the highest dose activation, actives largely listed as activators | 380,000 tested, 1.1% active | AID 624202, 2012; also: potency is read from the fitted curve at half-maximal effect; nearly all actives have a fitted effect of over 80% in size; some results filed as inactive show a strong effect at the top dose
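Quantitative HTS in MCF7 cells stably reporting BRCA1 expression via firefly luciferase. Compound treatment lasts 48 h at 37 °C in phenol-red free MEM. Activation is expressed relative to genistein at 10 microM and DMSO.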
TSG101-PTAP inh – qHTS Assay for Iinhibitors of HIV-1 Budding by Blocking the Interaction of PTAP/TSG101 | Tumor susceptibility gene 101 protein (Homo sapiens), Q99816 | Fluorescence polarization, FITC-PTAP peptide / Tsg101 binding | Potency, µM (highest dose often 115 µM), for the others: at the top dose activity change, negative = inhibition, most hits filed as inhibitors | 340,000 tested, under 10 active; active = well fitted inhibition curve with a large enough effect in the main read-out, with a control signal flat, not every such curve was filed as active; inconclusive = small, poorly fitted or top-dose-only effect, or effect the other way, or a change in a side signal; inactive = no such curve, though single readings can be large or run the other way; also: potency is read from the fitted curve at half-maximal effect; % of control where 0% means no effect
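Tsg101 binding domain (10 uM final) was mixed with compound and a FITC-labeled PTAP peptide (50 nM final) in HEPES pH 7.5 buffer with NaCl, Tween 20, EDTA and TCEP; fluorescence polarization was read after 20 min at r.t.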
B2AR arrestin – qHTS assay of beta-arrestin-biased ligands of beta2-adrenergic receptor; Beta-2 adrenergic receptor (Homo sapiens), P07550; beta-arrestin recruitment to beta2AR, cell-based reporter; Potency, µM (top dose mostly 46.1 µM), for inactives: top-dose activation, most hits filed as activators; 330,000 tested, 0.02% active; AID 492947, 2010;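 also: potency is read from the fitted curve at half-maximal effect; 0% = DMSO controls and full agonism = EC100 isoproterenol or metaproterenol; nearly all actives have a fitted effect of over 65% in size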
p53 reactivation – qHTS assay for re-activators of p53 using a Luc reporter | H1299 p53-A138V BP100-luciferase reporter, luminescence, 24 h | Potency, µM (doses to about 92.2 µM), inactives show top-dose activity change, positive = activation, most hits filed as activators | 320,000 tested, 0.063% active | AID 504706, 2011; also: potency is read from the fitted curve at half-maximal effect; % of control where 0% means no effect; nearly all actives have a fitted effect of over 45% in size
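p53-null H1299 cells stably carrying temperature-sensitive p53-A138V and a BP100-luciferase reporter were pinned with compounds (4-point, 1:5 series) and held 24 hrs at 37 deg C. Luminescence was read 10 min after detection reagent.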
ELG1 DNA repair – qHTS screen for small molecules that inhibit ELG1-dependent DNA repair in human embryonic kidney (HEK293T) cells expressing luciferase-tagged ELG1. HEK293T ELG1-luciferase reporter, luminescence, 16 h; DNA damage induced by 5-fluorouridine. Potency, µM (highest dose often 46.1 µM), without a hit: top-dose activity change, negative = inhibition, actives largely listed as inhibitors. 330,000 tested, 2.3% active; also: potency is read from the fitted curve at half-maximal effect; % is scaled to controls: 0 for no effect and ±100 for the full control effect; nearly all actives have a fitted effect of over 55% in size
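HEK293T cells expressing luciferase-tagged ELG1 (2,000/well) received 5-Fluorouridine plus compound or DMSO for 16 hr at 37 °C. Luciferase was read by ONE-Glo luminescence after 30 min at room temperature.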
TRPV1 agonist – HTS Assay for Compounds that Act as Agonists of the Vanilloid Receptor 1 | Transient receptor potential cation channel subfamily V member 1 (Homo sapiens), Q8NER1 | TRPV1-expressing cells, Fluo-8 calcium influx, agonist mode | activation, % at 8.33 µM | 320,000 tested, 0.19% active; in the data active = activation above about 80%; inconclusive = between about 30% and that limit; also: 0% is about no effect
Target sequence (Q8NER1 whole entry, looked up): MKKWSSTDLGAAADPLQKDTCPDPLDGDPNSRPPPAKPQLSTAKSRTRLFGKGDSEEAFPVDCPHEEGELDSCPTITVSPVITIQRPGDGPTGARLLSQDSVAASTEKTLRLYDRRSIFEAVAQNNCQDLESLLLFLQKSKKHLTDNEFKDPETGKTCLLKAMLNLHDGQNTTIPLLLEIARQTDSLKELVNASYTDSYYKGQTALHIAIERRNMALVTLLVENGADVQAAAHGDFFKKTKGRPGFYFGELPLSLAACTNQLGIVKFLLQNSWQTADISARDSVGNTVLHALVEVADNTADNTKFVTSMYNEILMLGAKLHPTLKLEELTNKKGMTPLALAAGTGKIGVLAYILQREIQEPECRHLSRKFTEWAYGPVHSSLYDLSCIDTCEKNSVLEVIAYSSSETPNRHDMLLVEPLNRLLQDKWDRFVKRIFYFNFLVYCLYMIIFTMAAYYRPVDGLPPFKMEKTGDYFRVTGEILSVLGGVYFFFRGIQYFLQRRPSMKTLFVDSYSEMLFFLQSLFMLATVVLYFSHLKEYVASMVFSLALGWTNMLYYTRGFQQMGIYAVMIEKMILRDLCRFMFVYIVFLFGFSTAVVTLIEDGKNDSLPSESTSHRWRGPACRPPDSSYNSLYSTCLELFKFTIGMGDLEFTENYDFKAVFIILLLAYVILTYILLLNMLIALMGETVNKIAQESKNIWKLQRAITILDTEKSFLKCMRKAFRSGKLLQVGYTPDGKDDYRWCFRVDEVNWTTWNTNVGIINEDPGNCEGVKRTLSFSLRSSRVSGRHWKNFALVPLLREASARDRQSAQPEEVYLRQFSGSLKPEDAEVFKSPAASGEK
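TRPV1-expressing cells were cultured overnight at 35.5C and loaded with Fluo-8 calcium dye for 40 to 90 min at room temperature. After a 10 s baseline, compound was added and calcium influx was read kinetically for 3 min (ex 480/em 520 nm).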
CXXC DNA block – qHTS Fluorescence Polarization Assay for Inhibitors of MLL CXXC domain - DNA interaction; MLL-CXXC / FITC-HOXA9 DNA fluorescence polarization; Potency, µM (highest dose often 115 µM), inactives show at the highest dose activity change, negative = inhibition, hits mostly inhibitors; 290,000 tested, 0.037% active; active = well fitted inhibition curve with a large enough effect in the polarisation, with a control signal flat, not every such curve was filed as active; inconclusive = small, poorly fitted or top-dose-only effect, or effect the other way, or a change in a side signal; inactive = no such curve, though single readings can be large or run the other way; the % refers to the polarisation; also: potency is read from the fitted curve at half-maximal effect
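Steps: dispense CXXC domain solution (7 uM) → pin compounds or unlabeled HOX-A9 DNA control → 5 min ambient → add FLSN-HOX-A9 solution (50 nM) → spin → 30 min ambient → fluorescence polarization. Tris pH 7.5/NaCl/DTT/BSA buffer.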
TCR act – Activators of T cell receptors: qHTS campaign | AID 504894, 2011 | primary human leukocytes, anti-CD3, IL-2 HTRF, 48 h | Potency, µM (highest dose often 9.22 µM), without a hit: top-dose activation of IL-2 secretion, most hits filed as activators | 330,000 tested, under 10 active; also: % of control where 0% means no effect
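Readout: HTRF IL-2, Eu-cryptate/d2 antibody pair, 320nm excitation, 665nm emission. Stimulus: a-CD3 beads, no co-stimulation. Cells: primary human leukocytes. Exposure: 48 hr with compound.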
* marks the source's active call; other numbers are inactive results; ? = inconclusive; . = not tested or not shown; & = joins results of further samples; [ ] = another dose, or the depositor's remark. Unless noted, calls follow the shape of the dose curve; as a rule, active = well fitted curve in the direction sought with a large enough effect; inconclusive = small, poorly fitted or top-dose-only effect, or another doubt; inactive = no such curve, though single readings can be large; an effect the other way counts as inactive or inconclusive.

Structure,A-T KAP1 phos,a7 integrin act,BRCA1 expr act,TSG101-PTAP inh,B2AR arrestin,p53 reactivation,ELG1 DNA repair,TRPV1 agonist,CXXC DNA block,TCR act
COC(=O)c1sc2ncccc2c1OCc1ccc(Cl)cc1,-3%,17%,-3%,-5%,0.2%,7%,-10%,5,98%[activator],-5%
O=C(Cn1nc(C(F)(F)F)cc1C1CC1)Nc1ccccc1F,1%,-4%,3%,3%,-0.5%,-7%,-19%,0,-2%,3%[46.1 µM]
O=C(COC(=O)Cc1ccsc1)Nc1ccc(F)cc1Cl,4%,16%,-6%,-1%,0.2%,8%,-2%,8,.,-97%
CCOC(=O)C1CCCN(C(=O)C2CCN(S(=O)(=O)c3ccc4ccccc4c3)CC2)C1 (stereo not given),.,-5%,-25%,-3%,-0.4%,.,11%,-1,7%,4%
COc1ccc(NC(=O)CSc2n[nH]c(N)n2)cc1OC,3%,17%,-17%,0%,0.0%,6%,2%,-4,-6%,3%
O=C(CN(C(=O)CSc1nc2ccccc2o1)c1ccccc1)NC1CCCCC1,5%,22%,-37%,-9%,-4.1%,0%,-13%,.,-1%,2%
CCOC(=O)c1ccc(-c2c(-c3ccccc3OC)oc3ccccc23)cc1F,20%,12%,-49%,1%,0.2%,13%,?,14,.,-1%
CCOc1ccc(-c2nc(N)nc(C)c2-c2ccc(Cl)cc2)c(O)c1,?,-1%,-46%,-8%,-0.5%,14%,-14%,1,?,6%
CCN(CC)CCN(C(=O)c1ccc(S(=O)(=O)N(C)C2CCCCC2)cc1)c1nc2c(C)cccc2s1,-2%,-4%,-20%,-1%,-1.0%,9%,-1%,-2,?,-1%
CC(Cl)C(=O)NNc1cccc(Cl)n1 (stereo not given),1%,-2%,-13%,-1%,0.2%,-2%,-3%,-1,-16%,6%
Cc1cc(NC(=O)c2cc(-c3ccc4c(c3)OCO4)on2)n(-c2ccccc2)n1,-4%,-24%,-15%,-11%,-3.2%,-5%,2%,5,-3%,-2%
CCCC(=O)Nc1cc(=O)n(C)c(=O)n1C,-5%,-5%,-35%,-7%,0.3%,16%,16%,.,-3%,-3%
COCCn1c(SCC(=O)N2CCc3ccccc3C2)nc2ccccc2c1=O,3%,-6%,-16%,-2%,-1.1%,-1%,?,22,0%,1%[46.1 µM]
O=C(CSc1ccccn1)N1CCOCC1,2%,12%,?,0%,0.0%,14%,1%,1,13%,3%[46.1 µM]
N#C/C(=C\c1cc(Cl)ccc1O)C(=O)NC1CCCCC1,1%,12%[7.66 µM],1%,-7%,0.3%,1%,?,4,9%,1%
CCC(C)NCC(O)(c1ccc(Cl)cc1)c1ccc(Cl)cc1 (stereo not given),11%,-61%[inhibitor],59%,0%,0.2%,7%,-13%,5,3%,-1%
O=C(Nc1cc(C(F)(F)F)ccc1N1CCOCC1)C1CCCO1 (stereo not given),-1%,18%,-14%,-4%,-0.2%,-2%,12%,.,.,10%
COc1cccc(CN2CC(C(=O)NCCN3CCOCC3)CCC2=O)c1 (stereo not given),6%,1%,-10%,-3%,0.3%,2%,3%,2,5%,-10%
COC(=O)C(Cc1ccc(O)cc1)NC(=O)CCC(=O)Nc1ccc(S(N)(=O)=O)cc1 (stereo not given),-1%,12%,10%,-4%,-0.4%,1%,8%,-3,-5%,-17%
CC1CCCN(c2nc3ccccc3nc2C(C#N)S(=O)(=O)c2cccs2)C1 (stereo not given),2%,7%,-50%,.,-0.4%,5%,?,-3,-27%,.
O=C(NCCO)c1nc(C(=O)c2ccccc2)c2ccccc2n1,0%,10%,3%,4%,0.0%,-8%,16%,-2,.,-9%
CC(C)Oc1ccc(S(=O)(=O)N2CCOCC2)cc1NC(=O)C1COc2ccccc2O1 (stereo not given),1%,29%,-30%,0%,-0.3%,-8%,?,-5,.,.
COc1ccccc1CNN,4%,-51%[inhibitor],-40%,0%,-0.3%,7%,20%,2,-2%,-3%
COc1ccc(C2C3=C(COC3=O)Oc3cc4c(cc32)OCO4)cc1OC (stereo not given),.,-5%,-84%&-41%,1%,.,.,.,.,.,7%
CC(C)[C@H](NC(=O)Nc1ccc(S(N)(=O)=O)cc1)C(=O)O,6%,0%,-3%,-2%,-0.9%,-2%,-4%,0,5%,-3%
CC(C)c1ccc(N2CCN(C(=O)c3ccccc3NC(=O)/C=C(\C(=O)O)c3ccccc3)CC2)cc1,?,.,.,.,-0.1%,-22%,7%,-4,2%,.
O=C(c1ccccc1-c1ccccc1)N1CCCC1,2%,-2%,-6%,-11%,-1.7%,-2%,0%,3,3%,-1%
NS(=O)(=O)c1ccc(NC(=O)Nc2cccc3ccccc23)cc1,18%,-37%,1%,-5%,-0.1%,1%,-2%,1,-14%,-5%
Cc1cnc(CNC(=O)CC2C(=O)NCCN2Cc2cccc(F)c2F)cn1 (stereo not given),-6%,-4%,3%,-5%,-0.3%,-3%,8%,0,0%,-4%
CCOC(=O)C1=C(C)N=C(/N=C/N(C)C)SC1c1ccccc1 (stereo not given),16%,-23%,-31%,-10%,-1.2%,-4%,?,0,-14%,-7%
O=C(O)c1cc(S(=O)(=O)O)ccc1O,-6%,2%,0%,2%,0.0%,7%,14%,-4,-2%,5%
O=S(=O)(Nc1ccc(S(=O)(=O)Nc2ncccn2)cc1)c1ccccc1,4%,-51%[inhibitor],-6%,0%,-0.5%,6%,12%,-4,12%,-4%
CCN1CCc2c(sc(NC(=O)C3COc4ccccc4O3)c2C(N)=O)C1 (stereo not given),-2%,0%,93%,.,0.2%,?,?,0,10%,7%
CCOC(=O)N1CCc2c(sc3c2c(=O)n(Cc2ccccc2)c(=O)n3Cc2ccc(C)cc2)C1,8%,7%,1%,0%,-2.0%,5%,1%,2,8%,5%
Cc1cc(C)nc(NS(=O)(=O)c2ccc(NC(=O)C(C)C)cc2)n1,-9%,?,9%,0%,0.1%,6%,5%,-1,-10%,.
CCN(CC)S(=O)(=O)c1cc(OCC(N)=O)c(C)cc1Cl,-2%,5%,1%,0%,0.5%,-16%,-1%,-1,-6%,-1%[46.1 µM]
COc1ccc(C(=O)c2cc(OC)c(OC)c(OC)c2)cc1OC,.,-15%,-83%,0%,.,.,.,.,.,6%
Cc1ccc2c(c1)N(C(=O)CCC(=O)NCc1ccccn1)CC(C)O2 (stereo not given),9%,-19%,1%,2%,0.0%,.,-2%,-1,.,4%
COC(=O)[C@H]1[C@H]2C[C@@H]3c4[nH]c5cc(OC)ccc5c4CCN3C[C@H]2C[C@@H](OC(=O)c2cc(OC)c(OC)c(OC)c2)[C@@H]1OC,-7%,.,0%,5%,0.2%,1%,10µM*,7,85%&2%[activator],4%
O=C(O)c1cc(-c2ccccc2)n[nH]1,2%,.,5%,-8%,-0.9%,-1%,?,7,-11%,2%
O=C(NCc1cccc2ccccc12)Nc1ccccc1,3%,7%,83%,-3%,0.1%,-2%,12%,?,-1%,11%
O=C(NCc1ccccn1)c1cccc(S(=O)(=O)NCc2ccccc2)c1,6%,-6%,-26%,-5%,-0.3%,4%,19%,-2,.,3%
Cc1cc(N2CCOCC2)nc2ccccc12,2%,17%,0%,-5%,5.0%,?,?,0,5%,-6%[46.1 µM]
CCOc1ccc(S(=O)(=O)c2c(C(=O)c3ccccc3)cnc3cc4c(cc23)OCCO4)cc1,-2%,-28%,-2%,-7%,-1.2%,-6%,3%,1,-1%,-1%[46.1 µM]
COCCNC(=O)c1ccc2c3n(nc2c1)-c1ccccc1CO3,-3%,56%,?,0%,-0.4%,?,?,-2,-1%,-3%
O=C(N/N=C1\CCc2ccccc21)c1ccc(O)cc1,7%,12%,2µM*,-2%,-0.1%,-1%,?,-3,?,.
Cn1c(=O)n(C)c2cc(NS(=O)(=O)c3ccccc3)ccc21,1%,14%,-59%,-1%,-0.7%,?,?,0,13%,6%
O=C(CCSCc1ccc(Cl)cc1)NCc1cccnc1,-3%,4%,-3%,-3%,0.0%,1%,1%,81*,12%,11%
